RORg inh: blocks mouse ROR gamma transcriptional activity; Potency, µM (series often up to 53.6 µM), inactives show at the highest dose activity change, negative = inhibition, usual class: inhibitors; AID 2551; actives 5.4% (n = 310,000); Drosophila S2 Gal4-RORgamma UAS-luciferase reporter, 20 h; P51450; note: potency is the fitted concentration of half-maximal effect; % is set by controls: 0 for no effect and ±100 for the full control effect; nearly all actives have a fitted effect of over 60% in size
Target sequence (P51450 whole entry, looked up, the tested form may be a part): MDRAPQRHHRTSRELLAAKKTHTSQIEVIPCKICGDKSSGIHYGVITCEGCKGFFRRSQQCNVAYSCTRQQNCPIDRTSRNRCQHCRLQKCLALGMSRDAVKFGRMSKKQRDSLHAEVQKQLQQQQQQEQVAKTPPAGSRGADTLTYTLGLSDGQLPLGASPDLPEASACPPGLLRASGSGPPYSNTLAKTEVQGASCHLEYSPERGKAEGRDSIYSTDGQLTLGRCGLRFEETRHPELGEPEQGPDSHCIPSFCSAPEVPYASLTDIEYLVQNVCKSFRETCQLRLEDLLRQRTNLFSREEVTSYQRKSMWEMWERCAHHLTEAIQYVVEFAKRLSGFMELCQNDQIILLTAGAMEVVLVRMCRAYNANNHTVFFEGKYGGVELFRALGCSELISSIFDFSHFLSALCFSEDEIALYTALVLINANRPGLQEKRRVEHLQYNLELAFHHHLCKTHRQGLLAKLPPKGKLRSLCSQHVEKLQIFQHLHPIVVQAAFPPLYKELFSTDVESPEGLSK
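Drosophila Schneider cells stably carrying a metallothionein-driven Gal4 DBD–ROR gamma fusion and a UAS-Photinus luciferase reporter were exposed to compound for 1 hr, then induced with copper sulfate (700 uM final) for 20 hr at ambient temperature before luminescence reading.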
NPC1 promoter act: NPC1 promoter activation | actives 2.4% (n = 320,000) | Potency, µM (highest dose often 9.22 µM), for the others: top-dose activation, actives largely listed as activators | Huh7 NPC1 promoter luciferase reporter, 24 h | AID 485313;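 note: potency is the fitted concentration of half-maximal effect; % of control where 0% means no effect; nearly all actives have a fitted effect of over 60% in size; reporter is driven by a mutant NPC1 promoter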
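Stable NPC1-promoter luciferase Huh7 line; cpd (DMSO) 24 h, 37 °C, 5% CO2; Amplite luciferase reagent 10 min RT; luminescence readout. qHTS format.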
ELG1 DNA repair: inhibitors of ELG1-dependent DNA repair in HEK293T cells. HEK293T ELG1-luciferase reporter, luminescence, 16 h; DNA damage induced by 5-fluorouridine. Potency, µM (top dose mostly 46.1 µM), inactives show at the top dose activity change, negative = inhibition, actives largely listed as inhibitors. actives 2.3% (n = 330,000). AID 504467; note: potency is the fitted concentration of half-maximal effect; % is set by controls: 0 for no effect and ±100 for the full control effect; nearly all actives have a fitted effect of over 55% in size
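Reporter activity after DNA damage by 5-fluorouridine is monitored. Compound-treated cells incubate 16 hr at 37 °C, then ONE-Glo is added for 30 min before luminescence reading.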
p53 reactivator: restores transcriptional activity of mutant p53. H1299 p53-A138V BP100-luciferase reporter, luminescence, 24 h. Potency, µM (series often up to 92.2 µM), for inactives: at the highest dose activity change, positive = activation, actives largely listed as activators. actives 0.063% (n = 320,000). AID 504706; note: potency is the fitted concentration of half-maximal effect; % of control where 0% means no effect; nearly all actives have a fitted effect of over 45% in size
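H1299 (p53-null), stable ts p53-A138V + BP100-Luc; 1000 cells/well, Opti-MEM/10% FBS; cpd 4 pt, 1:5; 24 h, 37 deg C, 5% CO2; detection reagent 10 min RT; luminescence.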
VP16 counter: counter-screen for ROR gamma inhibitors: Gal4-VP16 reporter; actives 3.5% (n = 310,000); Potency, µM (doses to about 53.6 µM), inactives show top-dose activity, negative = inhibition, usual class: inhibitors; Drosophila S2 Gal4-VP16 UAS-luciferase, luminescence, 20 h;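 note: Gal4-VP16 expression switched on by copper sulfate through the metallothionein promoter; potency is the fitted concentration of half-maximal effect; % is set by controls: 0 for no effect and ±100 for the full control effect; nearly all actives have a fitted effect of over 50% in size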
TRPV1 ag: agonists of human vanilloid receptor 1 (TRPV1) | Q8NER1 | TRPV1-expressing cells, Fluo-8 calcium influx, agonist mode | AID 540275 | activation, % at 8.33 µM | actives 0.19% (n = 320,000); in the data active = activation above about 80%; inconclusive = between about 30% and that limit; note: 0% is about no effect
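TRPV1-expressing cells were cultured overnight at 35.5C and loaded with Fluo-8 calcium dye for 40 to 90 min at room temperature. After a 10 s baseline, compound was added and calcium influx was read kinetically for 3 min (ex 480/em 520 nm).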
Tb PFK inh: T. brucei PFK enzyme inhibition; AID 485367; actives 0.17% (n = 330,000); Potency, µM (titrated, usually from 57.5 µM), for the others: at the top dose activity, negative = inhibition, hits mostly inhibitors; T. brucei PFK, ADP-Glo luminescence;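 note: potency is the fitted concentration of half-maximal effect; 0% = uninhibited 1x PFK enzyme wells and -100% = no-enzyme wells; nearly all actives have a fitted effect of over 60% in size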
Target sequence (O15648 whole entry, looked up): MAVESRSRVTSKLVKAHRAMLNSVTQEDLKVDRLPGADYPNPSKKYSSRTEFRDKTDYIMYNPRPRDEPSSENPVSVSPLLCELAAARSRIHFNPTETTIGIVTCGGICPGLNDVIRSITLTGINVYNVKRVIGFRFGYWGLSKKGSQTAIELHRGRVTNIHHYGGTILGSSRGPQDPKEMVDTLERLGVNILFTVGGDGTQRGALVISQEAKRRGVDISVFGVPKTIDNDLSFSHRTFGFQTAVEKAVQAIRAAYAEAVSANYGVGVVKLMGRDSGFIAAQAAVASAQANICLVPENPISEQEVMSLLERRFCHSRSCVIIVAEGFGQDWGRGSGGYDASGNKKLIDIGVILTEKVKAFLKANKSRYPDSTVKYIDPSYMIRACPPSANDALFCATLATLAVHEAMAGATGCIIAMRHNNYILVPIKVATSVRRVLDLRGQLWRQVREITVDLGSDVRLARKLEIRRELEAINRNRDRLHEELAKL
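Compounds were pin-transferred as a titration series up to 57 uM into substrate buffer (0.5 mM F6P, 0.1 mM ATP, pH 8.0), then 1.25 nM PFK was added and reactions ran 45 min before ADP-Glo detection.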
ELG1 genotox: genotoxicity induction in ELG1-luciferase HEK293T cells; HEK293T ELG1-luciferase reporter, luminescence, 16 h; actives 1.3% (n = 330,000); Potency, µM (top dose mostly 46 µM), without a hit: at the top dose activity change, positive = activation, most hits filed as activators; note: potency is the fitted concentration of half-maximal effect; % of control where 0% means no effect; nearly all actives have a fitted effect of over 60% in size
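HEK293T cells expressing luciferase-tagged ELG1 were treated with compound or DMSO for 16 hr at 37°C. Luciferase activity was then read after 30 min with ONE-Glo at room temperature; rising signal flags genetic stress.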
BRCA1 expr act: BRCA1 expression activation. MCF7-BRCA1-FFLuc reporter, luminescence, 48 h; response scale: scaled: vehicle 0%, 10 µM genistein 100%. Potency, µM (doses to about 46.1 µM), inactives show at the top dose activation, most hits filed as activators. actives 1.1% (n = 380,000). AID 624202; note: potency is the fitted concentration of half-maximal effect; nearly all actives have a fitted effect of over 80% in size; some results filed as inactive show a strong effect at the top dose
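Luminescence from a BRCA1-driven firefly luciferase in MCF7 cells was read after 48 h compound exposure at 37 C. Data normalized against DMSO and a 10microM genistein activation control, then curve-fitted across the titration.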
FLuc counter: counter-screen for miR-21 project: firefly luciferase inhibitors or activators; Potency, µM (titrated, usually from 57.5 µM), without a hit: top-dose activity change, negative = inhibition, most hits filed as inhibitors; actives 6.9% (n = 360,000); purified FLuc, Km substrates, luminescence inhibition;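 note: potency is the fitted concentration of half-maximal effect; plate controls were vehicle for no effect and reference inhibitor for full effect; nearly all actives have a fitted effect of over 55% in size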
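Purified P. pyralis luciferase, 10 nM final, with Km-level 10 uM D-luciferin and 10 uM ATP in 50 mM Tris acetate pH 7.5, 10 mM Mg acetate, 0.01% Tween-20, 0.05% BSA; 6-point qHTS titration about 60 µM downward; luminescence read.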
Rab9 promoter act: Rab9 promoter activation; Huh7 Rab9 promoter-luciferase reporter, luminescence, 24 h; Potency, µM (highest dose often 9.22 µM), for inactives: top-dose activation, negative = inhibition, most hits filed as activators; actives 2.8% (n = 320,000); AID 485297; note: potency is the fitted concentration of half-maximal effect; % of control where 0% means no effect; nearly all actives have a fitted effect of over 60% in size
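Cell-based reporter: Huh7 stable for Rab9 promoter-driven luciferase, plated in reduced-serum medium with 10% FBS at 1500 cells/well, compound-treated 24 h at 37 °C, luminescence read after 10 min reagent.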
Starred values were filed as active, the others as inactive; ? = inconclusive; . = not tested or not shown; & = joins results of further samples; [ ] = remark or other dose. Unless noted, calls come from the whole dose curve; as a rule, active = well fitted curve in the direction sought with a large enough effect; inconclusive = small, poorly fitted or top-dose-only effect, or another doubt; inactive = no such curve, though single readings can be large; an effect the other way counts as inactive or inconclusive.

SMILES	RORg inh	NPC1 promoter act	ELG1 DNA repair	p53 reactivator	VP16 counter	TRPV1 ag	Tb PFK inh	ELG1 genotox	BRCA1 expr act	FLuc counter	Rab9 promoter act
CCCC/C(C)=N/NC(=O)C(=O)NCCc1ccccc1	-1%	4%	2%	-4%	-1%	1	-1%	3%	-9%	0%	-6%
Cc1cc(OCC(=O)Nc2ccccc2N2CCOCC2)c(C(C)C)cc1Cl	.	0%	-14%	-8%	.	23	3%	-5%	-22%	2%	-7%
Cn1c2ccccc2c2nnc(SCC(=O)NC3CCCC3)nc21	-10%	0%	14%	6%	16%	1	2%	3%	-3%	1%	1%
CCN(c1ccccc1)S(=O)(=O)c1ccc(Cl)c(C(=O)NCCc2ccc(OC)cc2)c1	?	0%	-18%	3%	-2%	6	0%	-8%	-8%	6%	-3%
COc1ccc2c(c1)C(=O)N(c1ccccc1OC)C(=O)C2(C)C	0%	-3%	3%	-12%	-17%	8	-2%	6%	0%	1%	2%
Cc1cc(NC(=O)NC2CCCN2S(=O)(=O)c2ccc(Cl)cc2)no1 (configuration not stated)	3%[10 µM]	-1%	-9%	4%	-2%	-1	0%	-1%	-24%	0%	-10%
O=C(c1cccc(NS(=O)(=O)c2ccc(Br)cc2)c1)N1CCN(c2ccccc2O)CC1	.	0%	0%	3%	.	0	-2%	0%	-9%	14%	-6%
Brc1ccc(-n2cccc2/C=N/n2cnnc2)cc1	42%	-5%	-8%	-1%	4%	2	2%	-3%	-3%	5%	-3%
CCCCn1c(NC(=O)c2ccccc2Cl)c(C#N)c2nc3ccccc3nc21	13%	0%	23µM*	5%	?	0	3%	-10%	-106%[inhibitor]	5%	-2%
COc1ccc(OC)c(CCNC(=O)CCc2nnc3ccc(N4CCOCC4)nn23)c1	-16%	-6%	-20%	-6%	5%	0	-2%	-2%	0%	2%	-2%
Nn1c(Cc2cccc3ccccc23)nnc1SCc1c(Cl)cccc1Cl	34%[10 µM]	-4%	-12%	-3%	-9%	-4	-1%	-1%	-55%	1%	-9%
CN1CCC(C(=O)N2CCCC(C(=O)c3ccc4c5c(cccc35)CC4)C2)CC1 (configuration not stated)	-23%	0%	5%	0%	-1%	-1	2%	-3%	-19%	3%	-4%
O=C(CSc1n[nH]c(-c2ccc(S(=O)(=O)N3CCCCC3)cc2)n1)Nc1nccs1	2%	-1%	?	12%	-9%	1	-6%	-8%	-1%	?	1%
Cc1ccc(NC(=O)N2CCCCCC2)c(C)c1	-11%	?	?	?	8%	1	0%	?	66%	?	?
Oc1ccc(/C=N/NC(=S)Nc2cccnc2)cc1O	8.9µM*	-9%	13%	16%	?	0	-19%	4%	-25%	?	-7%
C[C@@H](NC(=O)Cn1ccc(NC(=O)OCc2ccccc2)nc1=O)c1cccc2ccccc12	.	-2%	-5%	9%	.	-2	-14%	-4%	0%	-1%	-1%
CCOc1ccc(OCCCN(C)C)cc1	0%	5%	13%	0%	-10%	2	-10%	1%	1%	1%	1%
COc1cc(NCc2ccccc2)c2ncn(Cc3ccccc3)c2c1	.	.	-20%	-9%	.	.	4%	-7%	-16%	.	.
CCN(CCNC(=O)C1CCN(S(=O)(=O)c2cccc3nsnc23)CC1)c1ccccc1	?	0%	-17%	2%	-8%	.	2%	-11%	-6%	0%	1%
CC(C)(C)Cc1cc(N)on1	-5%	0%	1%	-1%	-5%	1	0%	-2%	3%	2%	-3%
CN1CCS/C1=C/C=C1\SC(=S)N(CC(=O)O)C1=O	-15%	0%	14%	2%	-9%	17	0%	-1%	3%	15µM*	-2%
COc1ccc(CCn2c(SCCN3CCCCC3)nc3ccccc3c2=O)cc1OC	-43%	0%	-28%	1%	4%	5	-1%	-12%	42%	-3%	-7%
Cn1cnnc1SCC(=O)Nc1ccc(OC(F)F)cc1	6%	-1%	15%	-2%	-1%	-1	2%	1%	13%	-1%	-2%
COc1ccc(CCNC(=O)c2c(C)cc(=O)oc2C)cc1OC	-5%	-9%	?	-5%	-1%	-1	1%	2%	3%	0%	-2%
CNC(=O)CS(=O)CC(=O)Nc1cc(OC(C)C)c(Cl)cc1Cl (configuration not stated)	-20%	-3%	9%	-3%	1%	3	-1%	2%	0%	3%	3%
CC(C)(O)C#Cc1ccc(C(=O)N2CCN(c3ccc([N+](=O)[O-])cc3)CC2)cc1	29%	-30%[inhibitor]	?	-7%	-9%	0	-7%	-5%	-43%	-4%	-34%[inhibitor]
O=C1/C(=C/c2cccnc2)CCc2c1[nH]c1ccccc21	12%	27%	15%	13%	-6%	7	-1%	-3%	?	9.5µM*	3.2µM*
Cc1cc(N2C(=O)C3C4C=CC(C4)C3C2=O)ccc1Br (configuration not stated)	2%	-1%	5%	-10%	-5%	2	-1%	-1%	-35%	-2%	8%
Cc1ccccc1OCC(=O)OCC(=O)NCc1ccco1	.	1%	11%	-8%	.	1	-3%	1%	-7%	-2%	-5%
C=CCn1c(CNC(=O)c2cccs2)nnc1SCc1ccc(Cl)cc1Cl	-11%	-3%	-4%	-4%	-11%	-4	8%	-2%	-38%	0%	-2%
COCc1c(C(=O)NC2CCCCC2)sc2cccc(F)c12	.	-4%	?	27%	.	19	1%	-1%	19%	.	-1%
CCOC(=O)Cn1cnc2scc(-c3ccc(C)cc3)c2c1=O	12%	1%	-10%	-126%[inhibitor]	2%	2	1%	0%	-4%	1%	-4%
COc1cc(C(=O)NCCCN(C)C)ccc1OCC(=O)Nc1cccc(C(F)(F)F)c1	18%	-1%	16%	20%	0%	3	10%	1%	-20%	3%	0%
CCN(c1ccccc1)S(=O)(=O)c1ccc(Oc2ccc(C(C)=O)cc2OC)nc1	.	-7%	?	-8%	.	2	3%	-5%	-24%	4%	-9%
O=C(NCc1ccco1)C(c1cccnc1)N(C(=O)Cn1nnc2ccccc21)c1ccc(F)cc1 (configuration not stated)	33%	2%	-1%	-2%	-8%	0	3%	4%	-23%	1%	-4%
CN1CCN(c2ccc(Cl)cc2NC(=O)CC2OC(=O)c3ccccc32)CC1 (configuration not stated)	.	1%	6%	-4%	.	1	-11%	0%	-15%	1%	-2%
Cc1ccc(-c2nc3c(c(SCC(=O)N4CCOCC4)n2)Cc2c(CO)cnc(C)c2O3)cc1	5%	2%	?	7%	-18%	5	2%	-8%[9.26 µM]	-36%	-1%	-2%
O=C(CCN1C(=O)/C(=C/c2ccccc2Cl)SC1=S)NCCc1ccc(O)cc1	-10%	-8%	16%	19%	0%	20	2%	-8%	-65%	0%	-9%
Cc1nn(CC(=O)Nc2cccnc2N2CCOCC2)c(=O)c2ccccc12	-8%	1%	-1%	1%	-3%	3	-5%	0%	.	0%	-4%
CCCCCCNC(=O)C(=O)NCCc1ccc(Cl)cc1	3%	-1%	-7%	1%	-10%	1	0%	-1%	10%	1%	-2%
COCCN1Cc2cccc(C(=O)NCc3cccnc3)c2C1=O	2%	-2%	1%	1%	3%	.	4%	0%	-18%	-1%	3%
O=C(COC(=O)c1cc(Br)ccc1Cl)NC1CCCC1	41%	-4%	9%	0%	5%	23	3%	2%	-4%	-17%	-3%
COc1ccc(N/N=C(\C#N)C(=O)NCCc2ccc(OC)c(OC)c2)cc1	10%	-1%	-23%	0%	-11%	-4	-3%	8%	-1%	-12%	2%
NS(=O)(=O)c1ccc(CCNc2ncnc3c2c(-c2ccccc2)cn3-c2ccc(F)cc2)cc1	32%	-4%	16µM*	-17%	-25%	3	-4%	-8%	-80%	3%	-3%
CCC(C)Sc1ccc([C@@H]2[C@@H]3C(=O)N(CC)C(=O)[C@@H]3[C@]3(C(=O)OC)CCCCN23)cc1OC (some centres not stated)	.	.	-7%	?	.	.	0%	-2%	-18%	.	.
CCc1nc(N2CCC3(CC2)OCCO3)c2nnn(Cc3ccccc3Cl)c2n1	24%	4%	13%	1%	-5%	2	5%	-5%	-34%	-5%	-8%
COc1ccc(NC(=O)c2ccc(NC(=O)CCS(=O)(=O)c3cccs3)cc2)cc1	?	?	?	3%	?	6	-2%	2%	-1%	-3%&3%	?
CCOC(=O)CNC(=O)c1cn(CC)c(=O)c2cc(OC)c(OC)cc12	20%[0.365 µM]	-4%	0%	-7%	.	-2	0%	-5%	1%	0%	3%
CCOC(=O)c1nc(NCc2ccccc2C)c2ccccc2n1	2%	-6%	-10%	-1%	17%	4	-2%	-5%	10%	4%	-2%
